S1P3 antagonist – blocks the human S1P3 receptor | Q99500 | CHO S1P3 NFAT-BLA reporter, FRET fluorescence, antagonist mode | inhibition, % at 4.98 µM | actives 0.27% (n = 170,000) | AID 485;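 active = inhibition above the plate cutoff, the mean inhibition of test wells on that plate plus 3 SD, cut at about 28% in these data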;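 also: cells challenged with S1P at its EC80 of 0.8 µM; blue over green emission ratio from cleaved BLA substrate after 4 h stimulation; 0% = S1P-stimulated wells and 100% = unstimulated DMSO-only wells; some compounds past the cut are filed as inactive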
Target sequence (Q99500 whole entry, looked up): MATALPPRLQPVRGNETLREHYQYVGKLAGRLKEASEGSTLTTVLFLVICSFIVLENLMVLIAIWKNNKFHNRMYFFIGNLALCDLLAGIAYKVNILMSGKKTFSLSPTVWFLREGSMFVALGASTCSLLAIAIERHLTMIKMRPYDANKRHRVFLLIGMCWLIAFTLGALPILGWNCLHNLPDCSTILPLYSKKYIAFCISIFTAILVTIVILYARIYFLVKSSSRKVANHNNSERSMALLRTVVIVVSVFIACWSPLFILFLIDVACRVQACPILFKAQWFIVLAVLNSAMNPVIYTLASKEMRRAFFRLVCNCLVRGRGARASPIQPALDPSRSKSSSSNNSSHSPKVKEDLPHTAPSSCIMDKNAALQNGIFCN
ROMK mod – human ROMK K+ channel modulation, primary screen. P48048. actives 2% (n = 130,000). B-score at 10 µM. Tet-inducible ROMK, thallium flux fluorescence; actives lie on both sides;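 active = signal ratio slope over the read window, or its plate-corrected B-score, at least 3 SD from the plate mean, either direction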;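 also: B-score of the F/F0 ratio slope over 7 to 12 s after thallium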
Target sequence (P48048 whole entry, looked up): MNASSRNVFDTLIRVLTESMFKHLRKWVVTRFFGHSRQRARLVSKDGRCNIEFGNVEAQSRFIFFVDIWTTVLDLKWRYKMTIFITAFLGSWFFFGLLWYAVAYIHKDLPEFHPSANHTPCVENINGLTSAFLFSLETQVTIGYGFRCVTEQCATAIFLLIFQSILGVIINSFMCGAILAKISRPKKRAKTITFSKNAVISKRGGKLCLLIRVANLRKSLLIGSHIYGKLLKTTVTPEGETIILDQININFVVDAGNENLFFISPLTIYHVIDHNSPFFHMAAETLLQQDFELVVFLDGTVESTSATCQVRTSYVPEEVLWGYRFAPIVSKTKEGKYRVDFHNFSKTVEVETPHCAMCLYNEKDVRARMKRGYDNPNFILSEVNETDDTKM
Active calls of the source: *; & = joins results of further samples. Some of the compounds tested, so the mix of outcomes need not match the whole.

SMILES	S1P3 antagonist	ROMK mod
O=C1CS/C(=N/N=C/c2c[nH]c3ccccc23)N1	-1.0	-0.781
COC(=O)c1sccc1NC(=O)CC1C(=O)NCCN1C(=O)Nc1cc(Cl)ccc1OC (configuration not stated)	-12.0	0.065
Cc1nc(-c2ccc(S(=O)(=O)Nc3cccc(S(N)(=O)=O)c3)s2)cs1	-3.5	-0.62
CCC(C)[C@H](NC(=O)NC1CCCc2ccccc21)C(=O)OC (some centres not stated)	-67.8	1.32
Cc1nc2ccc(NC(=O)NC(=O)c3c(Cl)cccc3Cl)cc2o1	6.7	-0.667
O=C(O)CSCC(=O)Nc1ccccn1	-17.3	-0.827
N#CNC(=Nc1cccc(Cl)c1)Oc1ccccc1	14.5	0.33
O=c1c(-c2ccco2)[n+]([O-])c2ccccc2n1OCc1c(F)cccc1F	4.6	1.74
Cn1c(=O)[nH]c(=O)c2c1nc1n2CC(COc2ccc3ccccc3c2)O1 (configuration not stated)	3.1	0.603
COc1ccc(C2NC(=S)NC3=C2N2CCC3CC2)cc1 (configuration not stated)	12.3	-0.161
CC(C)(C)OC(=O)NCc1n[nH]c(=S)n1C1CC1	-1.4	0.281
Cc1n[nH]c(C)c1Cc1c(F)cccc1Cl	6.8	-0.91
Cc1ccc(NNC(=O)Nc2ccc(Cl)cc2)nn1	11.3	-0.984
COc1cc2c(cc1OC)C(c1ccccc1)CC2=O (configuration not stated)	-13.5	-0.121
Cn1cccc1/C=C1\SC(=Nc2cccc(O)c2)NC1=O	-2.2	-2.27*
O=c1c2cc(-c3ccccc3)sc2nc2n1N=C(c1ccccc1)CS2	-15.9	-1.33
O=C(O)COc1ccccc1/C=N/NC(=O)CSc1nc2ccccc2n1Cc1ccccc1	5.2	0.887
COC(=O)c1ccc(/C=N/Nc2nc(C)c(C)s2)cc1	-11.4	0.027
CCOC(=O)N[C@H](Cc1c[nH]c2ccccc12)C(=O)NC1CC1	4.6	0.243
Cc1cccc(NC(=O)CSc2nnc(CCNC(=O)OC(C)(C)C)o2)c1C	-4.3	0.146

4 entries from above, with values ahead of the structure.
S1P3 antagonist	ROMK mod	Molecule
-12.0	0.065	COC(=O)c1sccc1NC(=O)CC1C(=O)NCCN1C(=O)Nc1cc(Cl)ccc1OC (configuration not stated)
-3.5	-0.62	Cc1nc(-c2ccc(S(=O)(=O)Nc3cccc(S(N)(=O)=O)c3)s2)cs1
-67.8	1.32	CCC(C)[C@H](NC(=O)NC1CCCc2ccccc21)C(=O)OC (some centres not stated)
6.7	-0.667	Cc1nc2ccc(NC(=O)NC(=O)c3c(Cl)cccc3Cl)cc2o1

Further compounds follow:
SMILES	S1P3 antagonist	ROMK mod
CN(C)C=Nc1ccc(Cl)c(Cl)c1	13.4	1.45
COC(=O)[C@H](CC(C)C)NC(=O)NCCC1=CCCCC1	-6.3	-0.203
Cc1nnc(N/N=C/c2c[nH]c3ccccc23)[nH]c1=O	14.7	-0.271
N#CCCN(Cc1ccccc1)C(=O)Nc1ccc2c(c1)CCO2	16.8	0.222
COc1ccc2[nH]c(=O)c(CN(C(=O)c3cccnc3)c3ccc(C)cc3C)cc2c1	1.5	0.0144
Cc1cc(C)n2c(nc3ccccc32)c1C(=O)NN	-10.3	0.912
COc1ccc(/C=C/C(=O)c2cc(Cl)cc(Cl)c2O)c(OC)c1	-18.5	0.408
O=C(C1CC1)N(Cc1nc2ccccc2c(=O)[nH]1)Cc1cccs1	-8.4	0.509
O=C(N/N=C/c1cccn1-c1ccc([N+](=O)[O-])cc1)c1cccnc1	-12.7	-1.46
COc1ccc(C/C(C)=N\NC(=O)c2c[nH]c3ccccc23)cc1OC	1.5	0.483
CC1SCC(NC(=O)c2ccc(Cl)cc2)CS1 (configuration not stated)	-8.4	0.502
Cc1ccc2[nH]c(=O)c(CN(CCc3ccccc3)C(c3nnnn3Cc3ccco3)C(C)C)cc2c1 (configuration not stated)	37.7	-1.95
O=S(=O)(NCc1ccccc1)c1ccc(Br)c2nsnc12	16.9	0.297
COC(=O)CCN(C(=O)c1ccc([N+](=O)[O-])cc1)c1ccccn1	1.1	0.622
O=C(Nc1ccccc1)N1CCN(c2nc(-c3ccccc3)ns2)CC1	15.5	-1.71
O=c1c2sccc2[nH]c(=S)n1-c1ccccc1	-24.3	1.15
CNc1nc2cccnc2s1	8.9	0.683
CCS(=O)(=O)c1ccc(O)c(NC(=O)Nc2ccccc2OC)c1	5.1	0.15
CCS(=O)(=O)Nc1cccc(C(=O)O)c1	-5.4	0.386
Cc1ccc(S(=O)(=O)N(CC(O)CN2C(=O)NC(C)(C)C2=O)c2cccc(C)c2)cc1 (configuration not stated)	-4.0	0.0471

Exported with values under each structure: two of the compounds above.
Order of values – S1P3 antagonist | ROMK mod
- COc1ccc2[nH]c(=O)c(CN(C(=O)c3cccnc3)c3ccc(C)cc3C)cc2c1
 : 1.5 | 0.0144
- COC(=O)[C@H](CC(C)C)NC(=O)NCCC1=CCCCC1
 : -6.3 | -0.203

The main list resumes, starting 2 compounds before the break.
SMILES	S1P3 antagonist	ROMK mod
CCS(=O)(=O)Nc1cccc(C(=O)O)c1	-5.4	0.386
Cc1ccc(S(=O)(=O)N(CC(O)CN2C(=O)NC(C)(C)C2=O)c2cccc(C)c2)cc1 (configuration not stated)	-4.0	0.0471
Cc1oc2ccccc2c1CNC(=O)N(C)C	-7.7	-0.0458
O=C(O)C(Cc1ccc(O)cc1)N1C(=O)C2CCCCC2C1=O (configuration not stated)	25.0	0.457
Cc1cc(C(=O)NNC(=O)Nc2ccccc2)no1	-0.3	1.73
COc1ccc(C(=O)O)c(OC)n1	-23.0	2.02
NC(=O)c1cc(NC(=O)CCCc2nc3ccccc3s2)cc(C(N)=O)c1	-9.6	-0.698
O=C(NCCN1CCOCC1)c1cccn2c(=O)c3c4c(sc3nc12)CCCC4	-8.3	0.146
Cn1cccc/c1=N\c1cccc[n+]1C	7.0	-0.662
COc1ccc(-c2c[n+](CC(=O)c3ccccc3)c3n2CCCCC3)cc1	-2.7	-3.18
Cc1nc(N2CCOCC2)nc(N2CCCCC2C)c1[N+](=O)[O-] (configuration not stated)	1.4	-0.316
Cc1cc(C)cc(NC(=O)Nc2ccc3ccccc3n2)c1	1.6	0.292
CCOC(=O)N1CCC2(CC1)NCCc1c2[nH]c2ccccc12	-8.2	-0.781
COc1ccc(/C=N/n2c(=O)[nH]c3c([nH]c4ccc(Cl)cc43)c2=O)cc1CN1CCCCC1	-4.7	1.28
CSc1ccc(Cl)c(C(=O)Nc2nccs2)c1	-0.2	0.0584
CC1(C)Cc2nc(Cl)c(C(N)=O)cc2CO1	-1.2	-0.65
CC(C)=NOc1nc(N(C)C)nc(N2CCOCC2)n1	10.1	0.59
O=C(CN1C(=O)COc2ccc(S(=O)(=O)N3CCCC3)cc21)N1CCCC1	5.3	0.0355
Cc1ccc(C(=O)N/N=C\c2ccccn2)cn1	-4.4	-0.0578
Cc1ccc(SC(=O)c2c(C)noc2-c2cc(C)on2)cc1	12.6	-1.59
COc1ccc2c(c1)CCC/C2=N\Nc1nc(C(=O)NN)cs1	9.7	-0.462
O=C(O)c1cccnc1SC1CC(=O)N(c2ccccc2)C1=O (configuration not stated)	2.9	1.11

One compound at a time, as listed above.
`COc1ccc(-c2c[n+](CC(=O)c3ccccc3)c3n2CCCCC3)cc1` is listed with S1P3 antagonist = -2.7; ROMK mod = -3.18
`COc1ccc2c(c1)CCC/C2=N\Nc1nc(C(=O)NN)cs1` is listed with S1P3 antagonist = 9.7; ROMK mod = -0.462
`O=C(NCCN1CCOCC1)c1cccn2c(=O)c3c4c(sc3nc12)CCCC4` is listed with S1P3 antagonist = -8.3; ROMK mod = 0.146

The results go on.
SMILES	S1P3 antagonist	ROMK mod
Cc1c(C=N)c(O)n(C)c(=O)c1C#N	-9.3	-0.692
CC(C)c1onc(C(=O)N2CCC(C(N)=O)CC2)c1[N+](=O)[O-]	-2.5	-0.0349
CCOC(=O)N1CCC(NC(=O)C2=CCN(S(=O)(=O)c3ccc(F)cc3)CC2)CC1	9.5	-0.674
COc1ccc(-c2csc(/C(C#N)=C\c3ccc(O)c([N+](=O)[O-])c3)n2)cc1OC	-6.8	-1.03
N/C(=N\N=C\c1ccc(O)c(O)c1)c1nonc1N	-8.1	-2.25
NC(=O)Cn1nc2sc3ccccc3n2c(=O)c1=O	-3.8	0.181
CCCCOc1ccc(C(O)C(CN2CCOCC2)c2ccccc2)cc1 (configuration not stated)	-5.0	0.583
Cc1cnc(NC(=O)c2sc(Nc3ccccc3)nc2N)o1	-5.0	0.282
COc1ccc2cc3c(N)nn(C(=O)c4cccc(F)c4)c3nc2c1	-7.1	0.581
FC(F)Oc1ccc(-c2c[n+]3c(n2-c2ccccc2)CCCCC3)cc1	-1.8	-0.801
C/C(=N\NC1=N[C@H]2CS(=O)(=O)C[C@H]2S1)c1ccccc1	3.7	0.551
COc1cc(OC)cc(C(=O)OC/C(O)=C(\C#N)c2nc3ccccc3[nH]2)c1	-0.8	0.198
COC(=O)c1sc(-c2ccc(C(C)(C)C)cc2)cc1NC(=O)/C=C/C(=O)O	-10.4	1.2
Oc1[nH]c2ccccc2c1N=Nc1nncc2ccccc12	-7.6	-1.15
O=C(Nc1cc(-c2ccccc2)[nH]n1)c1ccc(Cl)cc1	16.3&0.0	-0.477
CC12CCC(C(=O)NC3CCCCC3)([C@H](Br)C1=O)C2(C)C (some centres not stated)	-6.1	-0.931
O=C(O)/C=C/C(=O)Nc1ccc(Cl)c(C(=O)O)c1	-1.2	0.599
OCCN1CCN(c2cc(C(F)(F)F)nc3c(F)cccc23)CC1	3.6	0.0655
COc1ccc(NC(C)=O)cc1S(=O)(=O)Nc1ccc(C(=O)N2CCCC2)cc1	0.1	1.32
C/C(=N\NC(=O)C(=O)Nc1c(C)n(C)n(-c2ccccc2)c1=O)c1ccc(Cl)s1	7.2	0.0324
CC(C)(C)OC(=O)N1CCC(CNC(=O)c2ccc(F)cc2)CC1	4.6	-0.232
O=C1/C(=C/c2ccccn2)SC(=S)N1c1cccc(O)c1	3.0	-1.62
COc1cccc(-c2csc(NNC(=O)c3cccs3)n2)c1	-9.7	0.564
CCc1ccc2[nH]c(C(=O)Nc3ccc4c(c3)OCO4)cc2c1	11.8	0.0793
CCCCCCCNc1cccc(C)c1	-1.6	0.523
COc1cc(C2Oc3ccccc3C=C2[N+](=O)[O-])cc(OC)c1OC (configuration not stated)	-9.4	-7.03*
O=[N+]([O-])c1ccc(Sc2cc[n+]([O-])c3ccccc23)c([N+](=O)[O-])c1	2.5	-0.0322
Cc1nc2ccccc2nc1N/N=C/c1ccc(O)cc1	-0.4	-0.254
CC(C)COP(=O)(OCC(C)C)C(Nc1ccccc1)c1ccccc1 (configuration not stated)	17.4	-0.273
Cc1ccc(Nc2c(-c3ccc(N4CCOCC4)cc3)nc3cnccn23)cc1	-2.3	0.247
O=C1C2CC=CCC2C(=O)N1Cc1nnc(-c2ccccc2Br)o1 (configuration not stated)	-18.7	0.645
O=c1c2ccccc2nc(/C=C/c2cccnc2)n1CCc1ccccc1	-13.8	-0.768
CC(=O)NCCCc1nc2ccccc2n1Cc1ccccc1F	-6.8	0.277
CCN(C(=O)C1CCCN1S(=O)(=O)c1cccc2nsnc12)c1ccccc1 (configuration not stated)	7.5	0.5
N/C(=N\OC(=O)c1cc([N+](=O)[O-])ccc1Cl)c1cccnc1	10.7	-0.502
CCn1c(=O)c2cc(C(=O)Nc3ccccc3OC)sc2c2ccccc21	3.0	-0.317
COc1cccc(C(=O)NCCSc2c(C)[nH]c3ccccc23)c1OC	6.1	0.128
Cc1cc(NC(=O)c2cc([N+](=O)[O-])ccc2Cl)no1	9.1	0.0462
COc1ccc(-c2cc3ccccc3n2CC(O)CN2CCCCC2)cc1 (configuration not stated)	-1.8	-0.201
Cc1cc(/C(N)=N/OC(=O)Nc2ccc(Cl)cc2)no1	16.4	-1.04
COc1cc(NC(=S)NCCO)c(OC)cc1Cl	-0.2	-0.472
CC1(C)Cc2nc(-c3ccccc3)nc(SCC(=O)N3CCCC3)c2CO1	-1.3	0.568
COC(=O)c1cc(NC(=O)c2cc(-c3ccc(OC)cc3)oc2C(F)(F)F)ccc1N1CCOCC1	3.2	0.00994
O=C(c1cnc2sccn2c1=O)N1CCN(c2ccccc2Cl)CC1	10.8	0.621
COc1ccc(-c2cc(C(F)(F)F)c(C#N)c(SCC(=O)O)n2)cc1OC	-14.1	0.694
COC(=O)c1sccc1NC(=O)CC1C(=O)NCCN1C(=O)Nc1ccc(F)cc1F (configuration not stated)	7.4	0.25
O=C(O)CSc1ncnc2c1sc1nc(-c3ccccc3)c3c(c12)CCC3	1.1	2.39
CC(C)(C)Nc1nc(Cl)nc(NCc2ccccc2)n1	-1.2	-8.46*
COc1ccccc1NC(=O)c1cc(Cl)nc2ccccc12	-16.9	-0.294
Cc1cccc(Cl)c1NC(=S)N1CCN(c2ccc([N+](=O)[O-])cn2)CC1	-0.8	-0.00599
CC(=O)Nc1ccc(OCCOc2ccc([N+](=O)[O-])cc2)cc1	-5.3	-0.0863
C/C(Cl)=C\C[N+](C)(C)CC(=O)OCCc1ccccc1	4.4	0.287
CSCC(=O)Nc1cc(C)on1	-1.3	0.185
Nc1nc(NS(=O)(=O)c2ccc(Cl)cc2)nn1-c1ccccc1	4.5	0.0172
CCN(CC)CCCNC(=S)N(Cc1cccnc1)Cc1cc2cc(C)ccc2[nH]c1=O	-9.0	-1.67
COc1ccc(CCNC(=O)c2cc(-c3cc(C)cc(C)c3O)n[nH]2)cc1OC	-3.3	-0.697
COC(=O)c1ccc2nccnc2c1	-5.0	0.652
CC(C)CC(=O)NC(C)C(c1cccs1)N1CCOCC1 (configuration not stated)	-11.4	1.4
CCOC(=O)c1ccc(N2CCCCC2)c(NS(=O)(=O)c2cccc(C(F)(F)F)c2)c1	8.7	-1.05
O=c1[nH]c(CSc2ccccc2)nc2c1oc1ccccc12	-5.0	0.176
CC(=O)NCCc1nc2ccccc2n1CCOc1ccccc1C	-11.7	-2.7
O=C(Nc1ccc(F)cc1)Nc1sccc1-c1nc2ccccc2s1	-12.7	-0.102
